# CHT inh = human CHT choline transport inhibition; AID 488975; CHT-expressing cells, membrane potential dye, choline response; active compounds read low; 0.86% of 310,000 active; B-score at 10 µM; Q9GZV3;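 active = B-score over 3 SD under the library average, and starting fluorescence ratio not unusually high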;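 also: choline stimulus applied at its EC90 after an EC20 pre-addition; B-score computed on integrated fluorescence ratio after choline addition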
# Target sequence (Q9GZV3 whole entry, looked up): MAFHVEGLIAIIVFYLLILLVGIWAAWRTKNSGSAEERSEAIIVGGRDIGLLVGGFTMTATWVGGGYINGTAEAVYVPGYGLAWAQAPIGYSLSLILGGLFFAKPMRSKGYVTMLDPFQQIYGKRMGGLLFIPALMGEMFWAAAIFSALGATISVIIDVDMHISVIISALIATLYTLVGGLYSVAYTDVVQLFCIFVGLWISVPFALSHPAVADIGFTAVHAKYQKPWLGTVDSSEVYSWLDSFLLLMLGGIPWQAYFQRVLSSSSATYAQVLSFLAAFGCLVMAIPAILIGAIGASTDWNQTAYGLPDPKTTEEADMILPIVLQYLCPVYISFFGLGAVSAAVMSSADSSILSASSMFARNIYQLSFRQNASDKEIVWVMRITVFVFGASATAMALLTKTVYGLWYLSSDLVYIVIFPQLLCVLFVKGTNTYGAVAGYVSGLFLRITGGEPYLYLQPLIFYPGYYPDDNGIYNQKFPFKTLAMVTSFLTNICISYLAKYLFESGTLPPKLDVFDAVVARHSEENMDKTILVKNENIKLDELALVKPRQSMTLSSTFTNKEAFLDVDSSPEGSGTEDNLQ
# CHT allo act = allosteric activators of human choline transporter CHT; 0.49% of 310,000 active; Q9GZV3; CHT-expressing cells, membrane potential dye, choline EC20; active compounds read high; LV-AA mutant CHT in HEK293 cells; B-score at 10 µM;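 active = initial fluorescence not abnormally high and integrated response B-score, plate-corrected, over 3 SD above library mean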
# Calls only; i = inactive.
SMILES,CHT inh,CHT allo act
CC1CCCC(C)N1C(=O)CSc1ncccn1 (configuration not stated),i,i
O=c1cc(CN2CCOCC2)c2c(ccc3ccccc32)o1,i,i
OCC1(Cc2ccccc2)CCCN(Cc2ccc3c(c2)OCCO3)C1 (configuration not stated),i,i
Cc1[nH][nH]c(=O)c1C(c1ccc(-c2ccc(Cl)cc2)o1)c1c(C)[nH][nH]c1=O,i,i
CCN(C(=O)COC(=O)c1cc(-c2ccccc2)nc2ccc(Br)cc12)C1CCS(=O)(=O)C1 (configuration not stated),i,i
COc1ccc(CCNC(=O)Cc2cccs2)cc1,i,i
N#CCCN(C(=O)COC(=O)Cc1c[nH]c2ccccc12)c1ccccc1,i,i
COc1ccc(S(=O)(=O)N(C)C2CCS(=O)(=O)C2)cc1OC (configuration not stated),i,i
CCOC(=O)c1ccc(NC(=O)C(C)Sc2nc(O)c(-c3ccccc3)c(=O)[nH]2)cc1 (configuration not stated),i,i
CC(C)(C)NC(=O)C(OC(=O)c1cccs1)c1ccc(C#N)cc1 (configuration not stated),i,i
CCOc1ccc(S(=O)(=O)Nc2ccc(C(=O)N/N=C(\C)c3ccc(-n4ccnc4)cc3)cc2)cc1,i,i
CCOC(=O)N1CCN(Cc2nc3c(c(=O)[nH]c(=O)n3C)n2CCCc2ccccc2)CC1,i,i
O=C1C=C(OCc2ccccc2)CN1,i,i
COc1ccccc1N1CCN(C2CCCN(C(=O)CC(F)(F)F)C2)CC1 (configuration not stated),i,i
CCOc1ccc(OCc2ccc(C(=O)N3CCCCC3)o2)cc1,i,i
O=C(NCC1CCCO1)c1cncc(Br)c1 (configuration not stated),i,i
O=C(O)CCCNC(=O)c1cccc(C(=O)NCCCC(=O)O)n1,i,i
COc1ccccc1NC(=O)Cn1cc(C(=O)C2CC2)c2ccccc21,i,i
CN(C)c1cc[n+](CC(=O)Nc2ccccc2C(F)(F)F)cc1,i,i
CNC(=O)Nc1ccc2snnc2c1,i,i
Cc1nnc(NC(=O)c2cccc(S(=O)(=O)N3CCCC3)c2)s1,i,i
COc1nc2ccccc2nc1OC,i,i
CC1CCN(CCOCCOc2ccc(Br)cc2Cl)CC1,i,i
Cc1sc2nc[nH]c(=O)c2c1-c1ccc(Cl)cc1,i,i
CC(C)N1CCN(Cc2ccc(C#CC(C)(C)O)cc2)CC1CCO (configuration not stated),i,i
Cc1c(N2C(=O)c3ccc(F)cc3C2=O)c(=O)n(-c2ccccc2)n1C,i,i
CC(C)OC(=O)c1cc(NC(=O)C2C3C=CC(O3)C2C(=O)O)cc(C(=O)OC(C)C)c1 (configuration not stated),i,i
COc1ccccc1C(=O)NC(=S)Nc1ccc(S(=O)(=O)N2CCN(C)CC2)cc1,i,i
CC(C)CC(NC(=O)C1CCC(C)CC1)C(=O)NCc1ccco1 (configuration not stated),i,i
COCCCNS(=O)(=O)c1ccc(Cl)c(C(F)(F)F)c1,i,i
Cc1ccc(S(=O)(=O)NN2Cc3ccccc3C2=N)cc1,i,i
CC1(C)CC2CC(C)(CN2C(=S)Nc2ccccc2)C1 (configuration not stated),i,i
Cc1nc2ncnn2c(C)c1CCC(=O)NCCc1ccccc1,i,i
CCN(CC)c1ncnc2c1sc1nc(C)cc(C)c12,i,i
CN(C)c1ccc(P(=O)(COc2ccc([N+](=O)[O-])cc2)c2ccc(N(C)C)cc2)cc1,i,i
O=C(Cc1c[nH]c2ccccc12)N1CCc2ccccc21,i,i
Cc1noc(C)c1COC(=O)c1ccccc1NC(=O)c1ccco1,i,i
CCOc1ccc(-n2c(SCC(N)=O)nnc2-c2ccco2)cc1,i,i
O=C(NCc1ccco1)C1CC(=O)N(c2ccc(Cl)cc2)C1 (configuration not stated),i,i
CC(=O)c1ccc(OC(=O)c2nc(-c3ccccc3)oc2C)cc1,i,i
COC(=O)c1cc(S(=O)(=O)N2CCN(c3cc(C)ccc3C)CC2)c[nH]1,i,i
CC(NC(=O)CSc1nc2c(cc1C#N)CN(C)CC2)c1ccccc1 (configuration not stated),i,i
Cc1ccc(C)c(OCC(=O)Nc2cccc(C(=O)O)c2)c1C,i,i
O=C(c1cc2ccccc2oc1=O)N(Cc1ccccc1F)C1CCS(=O)(=O)C1 (configuration not stated),i,i
COc1ccccc1C(=O)N/N=C(\C)c1cccnc1,i,i
COC(=O)c1sc(N2C(=O)C(O)=C(C(=O)c3ccc(C)o3)C2c2ccco2)nc1C (configuration not stated),i,i
Cc1ccc(C)c(CN2CCC(CNC(=O)Nc3ccc(F)c(Cl)c3)CC2)c1,i,i
Cc1cc(C)cc(OCC(=O)NNC(=O)c2ccoc2C)c1,i,i
O=C(CC(c1ccccc1O)N1CCCCC1)N1CCCCC1 (configuration not stated),i,i
CCN1CCc2c(OCC(=O)N3CCCCC3)cccc2C1=O,i,i
CCOc1cc(C2/C(=C(\O)c3cc(C)ccc3C)C(=O)C(=O)N2CCN(C)C)ccc1O (configuration not stated),i,i
COCCNC(=S)N1CCC(c2nc(-c3ccc(F)cc3)no2)CC1,i,i
COc1ccc(CC(NC(C)=O)C(=O)NC2CCN(C(=O)c3ccncc3)CC2)cc1OC (configuration not stated),i,i
COc1ccc(CCNCC(=O)Nc2ccccc2C(F)(F)F)cc1,i,i
OCCC1CN(CCCc2ccccc2)CCN1Cc1ccccc1 (configuration not stated),i,i
CCOc1ccccc1Oc1cn[nH]c1-c1ccc(OCC(=O)NN)cc1O,i,i
O=C(Oc1cccc(Nc2ncnc3ccccc23)c1)c1cccnc1,i,i
c1ccc(-n2cc(CN3CCCC(CN4CCCC4)C3)c(-c3ccc4c(c3)OCO4)n2)cc1 (configuration not stated),i,i
Cc1cc(C)c2[nH]c(C(=O)N3CCC(n4nccc4NC(=O)C4CC4)CC3)c(C)c2c1,i,i
CC(C)c1ccc(NC(=O)C2C3C=CC4(CN(CCCN5CCOCC5)C(=O)C24)O3)cc1 (configuration not stated),i,i

# Part of the list above in order of formula weight, lowest first.
SMILES,CHT inh,CHT allo act
Cc1cc(C)cc(OCC(=O)NNC(=O)c2ccoc2C)c1,i,i
Cc1ccc(C)c(OCC(=O)Nc2cccc(C(=O)O)c2)c1C,i,i
O=C(CC(c1ccccc1O)N1CCCCC1)N1CCCCC1 (configuration not stated),i,i
OCCC1CN(CCCc2ccccc2)CCN1Cc1ccccc1 (configuration not stated),i,i
O=C(Oc1cccc(Nc2ncnc3ccccc23)c1)c1cccnc1,i,i
COc1ccc(CCNCC(=O)Nc2ccccc2C(F)(F)F)cc1,i,i
COCCNC(=S)N1CCC(c2nc(-c3ccc(F)cc3)no2)CC1,i,i
CC(NC(=O)CSc1nc2c(cc1C#N)CN(C)CC2)c1ccccc1 (configuration not stated),i,i
COC(=O)c1cc(S(=O)(=O)N2CCN(c3cc(C)ccc3C)CC2)c[nH]1,i,i
CCOc1ccccc1Oc1cn[nH]c1-c1ccc(OCC(=O)NN)cc1O,i,i
Cc1ccc(C)c(CN2CCC(CNC(=O)Nc3ccc(F)c(Cl)c3)CC2)c1,i,i
Cc1cc(C)c2[nH]c(C(=O)N3CCC(n4nccc4NC(=O)C4CC4)CC3)c(C)c2c1,i,i
COC(=O)c1sc(N2C(=O)C(O)=C(C(=O)c3ccc(C)o3)C2c2ccco2)nc1C (configuration not stated),i,i
COc1ccc(CC(NC(C)=O)C(=O)NC2CCN(C(=O)c3ccncc3)CC2)cc1OC (configuration not stated),i,i

# Going on with the list:
SMILES,CHT inh,CHT allo act
O=C(O)C1C2CCC(O2)C1C(=O)Nc1ccc(OC(F)F)cc1 (configuration not stated),i,i
CCCOc1ccc(Cc2c(O)nc(SC)[nH]c2=O)cc1C,i,i
CCC(C)c1ccc(NC(=O)C2CCCN(c3ncccn3)C2)cc1 (configuration not stated),i,i
COc1ccc(NC(=O)c2sccc2OS(=O)(=O)N(C)C)cc1,i,i
S=C(NCc1cccc(Cl)c1)NC1CCCCC1,i,i
CCOC(=O)C1=C(CN2CC(C)CC(C)C2)NC(=O)NC1c1ccc2c(c1)OCO2 (configuration not stated),i,i
O=C(NCc1ccccc1)c1onc(CSc2ccc(Cl)cc2)c1C(=O)NCC1CC1,i,i
CCC(c1nnnn1C1CCCC1)N1CCN(C(=O)c2ccco2)CC1 (configuration not stated),i,i
N#CC1=C(N)Nc2ncnn2C1c1ccc([N+](=O)[O-])cc1 (configuration not stated),i,i
Cc1ccccc1Nc1nnc(SCC(=O)Nc2ncc(C(F)(F)F)cc2Cl)s1,i,i
O=C(NCCn1cccn1)c1ccc(OC2CCN(CCc3ccccc3)CC2)cc1,i,i
Cc1ccc(S(=O)(=O)NCC(=O)OC(C(=O)c2ccccc2)c2ccccc2)cc1 (configuration not stated),i,i
CCn1cc(S(=O)(=O)c2ccc(Cl)cc2)c(=O)c2cc(OC)ccc21,i,i
O=C(Nc1nccs1)c1cccc(NC(=O)C2CC2)c1,i,i
NC(=O)Nc1ccc(C(=O)OCC(=O)Nc2ccc([N+](=O)[O-])cc2C(F)(F)F)cc1,i,i
COc1ccccc1CN1CC(C(=O)N2CCCCCCC2)CCC1=O (configuration not stated),i,i
COc1ccc(COC(=O)CCS(=O)(=O)c2ccc(C)cc2)cc1,i,i
COC(=O)CSc1nc2ncc(Cl)cc2[nH]1,i,i
Cc1nc(Cl)c(C#N)cc1-c1ccccc1,i,i
CCC(C)NC(=O)c1nn(C)c(=O)c2ccccc12 (configuration not stated),i,i
CCc1nnc(/N=C/c2c(O)n(-c3ccc(Cl)cn3)c(=O)c3ccccc23)s1,i,i
CCOCCCNC(=S)N(CCN(CC)CC)Cc1cc2cc3c(cc2[nH]c1=O)OCCO3,i,i
O=c1[nH]n2c(-c3ccccc3)nc(O)c2c2ccccc12,i,i
Cc1cc(C(=O)Nc2sc3c(c2C#N)CCC3)no1,i,i
Cc1nn(C(C)C(=O)c2cccc(Cl)c2)c(C)c1[N+](=O)[O-] (configuration not stated),i,i
CCOC(=O)c1ccccc1NC(=O)COC(=O)CSC(C)C(=O)Nc1cc(C)on1 (configuration not stated),i,i
CCc1nnc(SCC(=O)Nc2ccc(C(C)=O)cc2)nc1CC,i,i
O=C(CO/N=C\c1ccccc1)Nc1ccccc1C(=O)N1CCOCC1,i,i
Nc1c2c(nc3ccccc13)CCCC2=O,i,i
C#CCOc1c(Cl)cc(/C=N/O)cc1OC,i,i
N#C/C(=C\c1ccncc1)c1ccccn1,i,i
COc1ccc(N2CCN(C(=O)c3ccc(Cn4c(=S)[nH]c5ccc(N6CCOCC6)cc5c4=O)cc3)CC2)cc1,i,i
O=C(NNS(=O)(=O)c1ccc(Cl)cc1)c1sccc1-n1cccc1,i,i
CC(C)(C)OC(=O)N1CCC(c2c(C(=O)NCC3CCN(C4CCCC4)C3)cnn2-c2ccccc2Cl)CC1 (configuration not stated),i,i
COc1ccc(Br)cc1C(=O)Nc1ccccc1N1CCCC1,i,i
CC(C)C[C@H](NC(=O)NC(C)C)C(=O)O,i,i
COc1ccc(-n2c(SCC#N)nc3c(sc(=S)n3-c3ccccc3)c2=O)c(OC)c1,i,i
Cc1cc(C(=O)N/N=C/c2ccc(C)s2)n[nH]1,i,i
CC1(C)CC(=O)C(C=NCCN2CCN(C(=O)c3ccccc3)CC2)=C(O)C1,i,i
CC12CN3CC(C)(CN(C1)C3c1cc(Br)ccc1O)C2=O (configuration not stated),i,i

# An excerpt of these results, with values under each structure.
# Every second line gives: CHT inh, CHT allo act
CC(C)C[C@H](NC(=O)NC(C)C)C(=O)O
    i, i
COc1ccc(-n2c(SCC#N)nc3c(sc(=S)n3-c3ccccc3)c2=O)c(OC)c1
    i, i

# Additional records
SMILES,CHT inh,CHT allo act
COc1ccc(CN2C(=O)c3ccccc3C2OC)cc1 (configuration not stated),i,i
CN(C)S(=O)(=O)N1CCN(C(=O)N2CCCCC2)CC1,i,i
COC(=O)C1=C(C)NC(C)=C(C(=O)OC)C1c1ccccc1[N+](=O)[O-],i,i
COc1ccc(CCNC(=O)CCN2C(=O)C3CC=CCC3C2=O)cc1OC (configuration not stated),i,i
COc1ccc2cc(C(=O)NCc3ccco3)c(=Nc3ccc(C(=O)O)cc3)oc2c1,i,i
O=C(CSc1nnc(NC(=O)C2CC(=O)N(c3ccc(F)cc3)C2)s1)NC1CCCC1 (configuration not stated),i,i
O=C(NCc1cccnc1)Nc1cccc([N+](=O)[O-])c1,i,i
Cc1ccccc1NC(=O)CSc1nc(N)c2c3c(sc2n1)CSC(C)(C)C3,i,i
Cc1cc([N+](=O)[O-])nn1CC(=O)N/N=C/c1ccccc1F,i,i
NC(=O)c1cccn1-c1ncc(C(F)(F)F)cc1Cl,i,i
Cc1ccnc(N2CCC(C(=O)NNC(=O)c3ccncc3)CC2)n1,i,i
N/C(=N\N=C\c1cccs1)SC1CC(=O)N(c2cccc([N+](=O)[O-])c2)C1=O (configuration not stated),i,i
Cc1ccc(F)cc1NC(=O)CN1C(=O)NC2(CCCc3ccccc32)C1=O (configuration not stated),i,i
COc1ccc(OC)c(CN2C(=O)c3ccccc3C2C(=O)NCC2CCCO2)c1 (configuration not stated),i,i
Cc1cccc2cc(/C=N/NC(=O)[C@H]3C[C@@H]3c3ccccc3)c(Cl)nc12,i,i
CCC(C(=O)N1CCCCCC1)n1nc(C)n2c(cc3occc32)c1=O (configuration not stated),i,i
CCOC(=O)C1CCN(C(=O)Nc2ccc3nc(C)c(C)nc3c2)CC1,i,i
Cc1ccc(C(=O)N(Cc2nc3ccccc3c(=O)[nH]2)C2CCCC2)cc1,i,i
C/C(=N\NC(=O)c1cc(C)nc2ccccc12)c1cccc(Cl)c1,i,i
S=C(NCc1ccco1)Nc1ccc(Br)cc1Cl,i,i
CN1C(=O)NC(c2ccc(O)cc2)C2=C1CN(c1cccc3ccccc13)C2=O (configuration not stated),i,i
